# CAL PDZ FP-1: blocks peptide binding to human CAL PDZ domain; purified CAL PDZ, TMR-peptide fluorescence polarization, 1 h; inhibition, % at 20 µM; 0.02% of 330,000 active; AID 504414;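 active = highest replicate inhibition of at least 40%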;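 note: plate controls were DMSO neutral control wells for no effect and unlabeled competitor peptide control wells for full effect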
#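 Material: tagged CAL PDZ domain; buffer or medium: 25 mM sodium phosphate pH 7.4, 150 mM NaCl, TCEP, IgG, Thesit; compound dosing: single point, 20 µM; schedule: 1 h incubation at room temperature before polarization reading; measured by: FP readout, S and P plane fluorescence; read-out basis: percent inhibition from loss of millipolarization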
# MITF TRPM1 HTS: increases MITF-driven TRPM1 promoter luciferase signal | SK-MEL-5 TRPM1-promoter luciferase, 24 h; % of positive control, neutral wells = 0 | AID 588334 | activation, % at 12.5 µM | 0.75% of 300,000 active;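 active = mean activation of at least 80% with every replicate also reaching 80%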;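 note: 0% = neutral control wells and 100% = parthenolide positive control wells; values of inactives mirror those of a sister screen read the other way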
# AddAB inh: less growth of phage-infected E. coli with AddAB | E. coli expressing H. pylori AddAB, absorbance growth | 0.29% of 330,000 active | inhibition, % at 11.9 µM; in the data active = inhibition above about 12%;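 note: 0% = vehicle wells of infected cells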
# Tat export inh: E. coli Tat transport inhibition; E. coli MC4100 TorA-mCherry Tat export, fluorescence; inhibition, % at 10 µM; 0.036% of 340,000 active;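 active = mean replicate inhibition at least 50% and at least half of replicates individually reaching 50%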;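 note: exported cargo escapes ClpAP degradation while cytoplasmic cargo is degraded and loses fluorescence; 0% = median of neutral control wells and 100% = median of NaSCN control wells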
# E coli growth: reduces bacterial viability in AddAB counter-screen; E. coli V3065 growth, OD600 absorbance, 18 h; inhibition, % at 11.9 µM; 0.27% of 330,000 active; AID 449728;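 active = inhibition above the campaign's mean inhibition across all tested compounds plus 3 SD, cut at about 9.9% in these data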;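 note: uninfected addAB+ strain grown without phage in ampicillin broth; 0% = DMSO wells and 100% = ciprofloxacin 0.95 µg/ml wells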
# Wnt bcat act: activators of Wnt/beta-catenin signaling; Wnt/beta-catenin reporter cell assay, activator, plate reader; activation, % at 9.35 µM; 1.2% of 300,000 active; AID 743398; in the data active = activation above about 30%, passing the limit was not always enough;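 note: 0% = neutral control wells and 100% = positive control wells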
# phage Ecoli inh: E. coli growth loss with phage present; growth absorbance; inhibition, % at 11.9 µM; 0.26% of 360,000 active; AID 651602; in the data active = inhibition above about 11%
# CAL PDZ FP-2: inhibitors of human CAL PDZ peptide binding. 0.92% of 300,000 active. inhibition, % at 24.9 µM. Q9HD26. purified CAL PDZ, TMR-peptide fluorescence polarization, 1 h. AID 602252;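 active = mean inhibition of at least 30% with at least half of replicates also reaching 30%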;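 note: 0% = DMSO neutral control and 100% = excess unlabeled competitor peptide PRC23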
# SR-BI uptake up: SR-BI HDL lipid transfer activation | CHO ldlA[mSR-BI] cells, DiI-HDL uptake fluorescence, 3 h; 100 = double the neutral-control signal | activation, % at 12.5 µM | 0.096% of 320,000 active | AID 504775;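 active = mean replicate activation of at least 60% and every replicate at or above 60%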;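 note: 0% = median plate neutral-control signal and 100% = twice that signal; values of inactives mirror those of a sister screen read the other way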
#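 Material: SR-BI-overexpressing, LDLR-lacking CHO cells | Dosing: Single compound concentration, delivered by pin transfer | Probe or stimulus: Labelled HDL, 10 µg/mL | Signal: Bottom-read cell fluorescence after medium removal, ex 550/em 595 nm | Schedule: 3 h, 37 °C | Evaluation: HDL uptake via cellular fluorescence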
# SR-BI HDL uptake: inhibitors of mouse SR-BI mediated HDL lipid uptake; inhibition, % at 12.5 µM; AID 488896; ldlA[mSR-BI] CHO cells, DiI-HDL uptake fluorescence, 3 h; Q61009; 0.96% of 320,000 active;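 active = mean replicate inhibition of at least 70% and a set share of replicates each scoring 70 or more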;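 note: 0% = median of neutral control wells and 100% = median of positive control wells; values of inactives mirror those of a sister screen read the other way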
# Target sequence (Q61009 whole entry, looked up): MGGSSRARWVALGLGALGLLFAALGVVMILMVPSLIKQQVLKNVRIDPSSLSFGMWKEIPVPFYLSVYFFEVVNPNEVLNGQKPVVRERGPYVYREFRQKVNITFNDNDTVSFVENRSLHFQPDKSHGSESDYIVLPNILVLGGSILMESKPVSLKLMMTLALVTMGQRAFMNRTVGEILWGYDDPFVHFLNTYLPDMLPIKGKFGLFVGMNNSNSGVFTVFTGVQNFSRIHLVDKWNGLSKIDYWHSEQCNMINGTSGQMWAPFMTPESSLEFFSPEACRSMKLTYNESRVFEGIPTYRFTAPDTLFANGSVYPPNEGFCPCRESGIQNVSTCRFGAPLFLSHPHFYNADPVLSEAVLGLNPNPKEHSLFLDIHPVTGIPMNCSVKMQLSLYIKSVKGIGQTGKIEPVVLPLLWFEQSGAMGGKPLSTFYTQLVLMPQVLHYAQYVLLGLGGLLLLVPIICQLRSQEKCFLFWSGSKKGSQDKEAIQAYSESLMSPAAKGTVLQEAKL
# The depositor's hits bear a star; . = no result given.
# Each structure is followed by: CAL PDZ FP-1	MITF TRPM1 HTS	AddAB inh	Tat export inh	E coli growth	Wnt bcat act	phage Ecoli inh	CAL PDZ FP-2	SR-BI uptake up	SR-BI HDL uptake
> CCCCN1CC(=O)N2[C@H]3c4cc(Cl)ccc4OC[C@@H]3[C@H](C(=O)OCC)[C@]2(C)C1=O
 : -1.2	1	2.0	-8	1.1	0	3.3	-1	8	-8
> CCOC(=O)[C@@H]1[C@H]2COc3ccccc3[C@@H]2N2C(=O)N(c3ccc(C)cc3)C(=O)[C@]12C
 : -0.2	9	-1.6	1	-0.2	.	.	-2	0	0
> CC(=O)NC1CCC(C(=O)O)(c2ccccc2)C1 (stereo not drawn)
 : -1.0	-2	-1.2	-3	-0.2	.	1.9	1	25	-25
> Cn1nccc1C(=O)NCCN1C(=O)OC(C)(C)C1(C)O (stereo not drawn)
 : -1.7	.	0.6	0	-0.1	.	2.4	-3	-1	1
> CCCCn1c(N)c(N(CCC(C)C)C(=O)c2ccccc2-n2cnnn2)c(=O)[nH]c1=O
 : -1.3	-13	.	1	.	1	4.9	-4	9	-9
> O=C(CN1C(=O)NC2(CCCCCC2)C1=O)c1cccs1
 : 1.0	-1	1.4	3	0.7	-1	0.8	-2	10	-10
> O=C(NC1CCCC1)c1cccc(NC(=O)c2ccco2)c1
 : -5.2	.	3.1	-6	0.8	.	3.4	1	-1	1
> CCOC(=O)C/C(C)=N\Nc1nc(-c2ccccc2)cs1
 : -2.7	-4	-1.7	6	1.4	0	1.5	-1	-19	19
> C#CCOCCOCCOCCNc1nc(N2CCN(C(=O)C([C@@H](C)CC)n3cc(C(N)CO)nn3)CC2)nc(N2CCN(C(=O)[C@H](CCC(=O)O)n3cc(C(N)CC(C)C)nn3)CC2)n1 (stereo partly drawn)
 : -3.5	-6	2.6	-10	-1.5	.	.	-4	19	-19
> N#C/C(=C\c1c(F)cccc1Cl)S(=O)(=O)c1ccccn1
 : -0.4	-7	-0.9	-9	-3.3	-6	2.4	-8	-2	2
> CN(C)S(=O)(=O)c1cccc(COC(=O)c2ccc(Cl)cc2O)c1
 : 0.4	-2	0.7	-4	0.6	-2	0.8	4	.	.
> O=c1cc(N2CCC3(CC2)OCCO3)[nH]c(=O)n1-c1ccc(Br)cc1
 : -0.4	4	.	4	.	.	0.9	-5	8	-8
> Cc1cc([N+](=O)[O-])nn1CCC(=O)NC1CCCCCC1
 : -0.3	2	1.3	-3	1.5	.	1.1	-7	3	-3
> O=C(Nc1ccccc1-c1ccccc1)c1ccccc1
 : -1.7	-4	5.8	-6	-0.2	-1	-1.0	-5	18	-18
> CCn1cc(/C=C(\NC(=O)c2ccccc2)C(=O)NCCCN2CCOCC2)c2ccccc21
 : -1.9	2	2.1	-9	4.2	-2	3.0	-1	32	-32
> CCOC(=O)c1c(C)nsc1NC(=O)c1ccco1
 : -0.8	17	.	-3	.	-2	1.3	-4	0	0
> COc1ccccc1NC(=S)NC(=O)c1ccc(-c2ccc(Cl)cc2)o1
 : -1.9	9	3.5	-2	1.1	.	0.6	-2	-19	19
> CCCOc1ccc(C(=O)C(c2ccccc2)N2CCOCC2)cc1 (stereo not drawn)
 : .	1	2.2	-11	1.5	.	2.7	2	-14	14
> CC[C@@H](NS(=O)(=O)c1ccc(C)cc1)C(=O)Oc1ccc2c3c(c(=O)oc2c1)CCC3
 : -1.1	2	-0.3	6	-1.9	-1	2.1	-1	27	-27
> CNC(=O)Cn1nc(-c2ccc(C)c(S(=O)(=O)N(C)C)c2)c2ccccc2c1=O
 : -0.5	.	2.6	-2	-1.0	.	3.4	0	20	-20
> COc1cc(NC(=O)C2CC(=O)NC3=C2C(=O)CCC3)cc(OC)c1 (stereo not drawn)
 : 0.7	4	1.3	-2	0.7	-4	3.4	.	-6	6
> CC(=O)N1CCSc2ccc(S(=O)(=O)NCc3ccc(F)cc3)cc21
 : 0.7	-15	1.7	-8	-0.4	2	0.3	-4	-14	14
> CCOC(=O)C(CC)Sc1nc2c(cnn2-c2ccc(F)cc2)c(=O)[nH]1 (stereo not drawn)
 : 0.8	-1	1.3	2	-0.1	2	0.9	1	-33	33
> CCCn1c(SCC(=O)NC2CCCCC2)nnc1C1CC1
 : -1.7	-4	3.8	-5	-0.3	0	0.1	3	13	-13
> COc1ccc(C(CNS(=O)(=O)c2ccc(NC(C)=O)c(OC)c2)N2CCCCC2)cc1 (stereo not drawn)
 : -0.8	0	2.7	3	-1.2	2	3.8	-10	55	-55
> CC1CCCCC1NS(=O)(=O)c1ccc(-n2cnnn2)cc1 (stereo not drawn)
 : .	1	2.8	2	1.6	.	2.2	-1	10	-10
> Cc1cc(C(=O)Nc2cccc(/C=C/C(=O)O)c2)c(C)o1
 : -1.8	-11	1.2	2	-1.5	.	2.1	-18	14	-14
> O=C(CCS(=O)CCC(=O)NCc1ccccc1)NCc1ccccc1
 : -1.0	5	1.0	-4	-0.4	-7	2.7	-2	0	0
> Cc1ccc(NC(=O)C(=O)NCCOc2ccccc2Cl)cc1
 : 0.7	9	2.5	1	-1.3	2	2.2	-8	-15	15
> Clc1ccc(Nc2ncnc3c2cnn3-c2ccccc2)cc1
 : -2.2	.	1.0	-1	-2.5	13	1.3	.	-62	62
> CC(C)(C)c1ccc(C(=O)N/C(=C\c2cccs2)C(=O)NCc2ccco2)cc1
 : .	.	-0.4	6	-3.5	-3	1.0	-2	7	-7
> CC(C)n1c(-c2ccc(C(C)(C)C)cc2)n[nH]c1=S
 : -2.5	-17	-0.3	5	-1.3	.	4.4	.	-16	16
> CC(C)C(NS(=O)(=O)c1cccs1)C(=O)NCCN1CCN(c2ccccc2)CC1 (stereo not drawn)
 : -1.5	-5	3.4	-1	1.8	.	.	.	0	0
> Cc1cccc(-n2nc3c(c2NC(=O)C(C)C)CS(=O)(=O)C3)c1C
 : -0.6	11	1.0	6	-4.0	0	1.4	-5	3	-3
> Cc1cc(C)cc(C(=O)NCC(=O)OCc2nc(N)nc(Nc3ccccc3C)n2)c1
 : -0.5	-9	1.4	7	-2.4	1	2.8	-1	-22	22
> CC(C(=O)Nc1cccnc1)N1C(=O)c2ccccc2C1=O (stereo not drawn)
 : -0.5	3	2.3	-4	1.6	.	0.9	-6	41	-41
> Cc1cccc(N=Nc2c(C)[nH]n(-c3ccccc3)c2=O)c1
 : 0.3	11	4.1	-3	0.0	3	3.4	-4	-21	21
> N#Cc1ccc(-c2ccc(OCC(=O)NN=Cc3ccncc3)cc2)cc1
 : -1.4	6	-1.1	-1	0.1	-1	3.6	6	-35	35
> CC(=O)c1cccc(NC(=O)Cn2c(=O)oc3cc(S(=O)(=O)N4CCCC4)ccc32)c1
 : -2.2	-12	1.0	2	-0.8	1	-2.0	-1	19	-19
> CC(C)c1ccc(CNC(=O)C(=O)Nc2nccs2)cc1
 : -2.5	10	-2.3	-1	-0.5	-4	2.0	-2	20	-20
> Cc1cc(C)nc(NC(=O)c2ccc(Cl)cc2)n1
 : 0.5	6	3.3	-3	0.2	-1	1.9	7	-5	5
> O=[N+]([O-])c1ccc(N2CCc3ccccc3C2)nc1
 : -0.7	.	2.9	-6	-1.9	1	3.4	-2	-13	13
> Cc1ccc(-n2c(SCC(N)=O)nc3c(c2=O)C2(CCCC2)Cc2ccccc2-3)cc1
 : -1.5	-8	-0.7	1	-2.6	6	1.2	-2	30	-30

# Screening data as filed in PubChem.
